TCR activator: activates T cell receptor signaling; primary human leukocytes, anti-CD3, IL-2 HTRF, 48 h; Potency, µM (doses to about 9.22 µM), for the others: at the top dose activation of IL-2 secretion, most hits filed as activators; 330,000 tested, under 10 active; further: % of control where 0% means no effect
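48 hr co-incubation of compounds, a-CD3 beads and primary human leukocytes; IL-2 quantified homogeneously by HTRF with anti-IL-2 K and d2 conjugates.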
MBNL1-CUG inh: inhibitors of human MBNL1 binding to CUG repeat RNA; AID 2675; Q9NR56; TR-FRET MBNL1-His/biotin-(CUG)12 binding, 665/545 ratio; 280,000 tested, 0.036% active; Potency, µM (highest dose often 57.5 µM), for inactives: at the highest dose activity change, negative = inhibition, usual class: inhibitors; active means well fitted inhibition curve with a large enough effect in the signal ratio, with a control signal flat, not every such curve was filed as active; inconclusive means small, poorly fitted or top-dose-only effect, or effect the other way, or a change in a side signal; inactive means no such curve, though single readings can be large or run the other way; the % refers to the signal ratio; further: potency means the concentration at half of the fitted maximal effect; on the % scale 0 is the no-effect control and ±100 the full control effect
Target sequence (Q9NR56 whole entry, looked up): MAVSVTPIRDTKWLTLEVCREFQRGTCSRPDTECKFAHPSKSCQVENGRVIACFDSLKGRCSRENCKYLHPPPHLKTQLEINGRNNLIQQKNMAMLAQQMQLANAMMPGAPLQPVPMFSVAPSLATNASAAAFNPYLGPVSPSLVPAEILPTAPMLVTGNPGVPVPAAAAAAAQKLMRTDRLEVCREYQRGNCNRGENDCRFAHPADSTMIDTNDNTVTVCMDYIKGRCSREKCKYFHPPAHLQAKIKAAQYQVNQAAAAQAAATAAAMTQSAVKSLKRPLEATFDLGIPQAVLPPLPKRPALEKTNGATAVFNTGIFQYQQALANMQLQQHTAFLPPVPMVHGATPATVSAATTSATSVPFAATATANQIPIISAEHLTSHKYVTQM
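TR-FRET between His-tagged MBNL1 and biotin-(CUG)12 RNA, detected with Tb anti-His antibody (0.055 ng/ul) and streptavidin-XL665 (5 nM), 60 min at room temperature. Compounds titrated 92 nM to 58 uM; 665/545 nm ratio normalized to buffer and complex controls.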
ASM inhibitor: inhibitors of human secretory acid sphingomyelinase. P17405. placental ASM, HMU-PC fluorogenic substrate, 60 min. Potency, µM (highest dose often 57.5 µM), without a hit: at the highest dose activity change, negative = inhibition, actives largely listed as inhibitors. 340,000 tested, 0.006% active. AID 504937; further: potency means the concentration at half of the fitted maximal effect
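qHTS format. ASM enzyme prepared from human placenta hydrolyses the fluorogenic substrate HMU-PC0 (9 uM final) over 60 min at 37 °C after a 10 min compound preincubation.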
Menin-MLL TR inh: displaces Texas Red mutant MLL peptide from human menin | O00255 | Menin + Texas Red MLL mutant peptide, fluorescence polarization | Potency, µM (highest dose often 61.6 µM), for inactives: at the highest dose FP activity change, negative = inhibition, usual class: inhibitors | 270,000 tested, 0.23% active | AID 1768; active means well fitted inhibition curve with a large enough effect in the polarisation, with a control signal flat, not every such curve was filed as active; inconclusive means small, poorly fitted or top-dose-only effect, or effect the other way, or a change in a side signal; inactive means no such curve, though single readings can be large or run the other way; the % refers to the polarisation; further: potency means the concentration at half of the fitted maximal effect; % of control where 0% means no effect; many of its hits are not listed in these tables
A-T KAP1 phos: candidate therapy for ataxia-telangiectasia. […] A-T fibroblasts, KAP-1 phosphorylation AlphaLISA; neocarzinostatin DNA damage 30 min before lysis. Potency, µM (series often up to 57.5 µM), inactives show top-dose activation, usual class: activators. 320,000 tested, 0.19% active; further: potency means the concentration at half of the fitted maximal effect; % of control where 0% means no effect; nearly all actives have a fitted effect of over 45% in size
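hTERT-immortalized A-T patient fibroblasts ([…]), 500 cells/well in OPTI-MEM, 1% FBS, got compounds for 60 min, then NCS for 30 min at 37C. Lysates were then assayed for phospho-KAP-1 by AlphaLISA (anti-pKAP1 donor, anti-KAP1 acceptor beads), 6 hr at 25C.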
a7 integrin act: activates integrin-mediated alleviation for muscular dystrophy; alpha7betagal myoblasts, beta-gal FDG fluorescence, 48 h; Potency, µM (titrated, usually from 38.3 µM), for inactives: top-dose activation, hits mostly activators; AID 624291; 350,000 tested, 0.064% active;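 further: potency means the concentration at half of the fitted maximal effect; 100% = response of the positive control SU9516; nearly all actives have a fitted effect of over 60% in size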
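Alpha7betagal+/- myoblasts (passage 13) were plated 16-24 hr, then exposed to compounds (1:260 dilution of DMSO stock) for 48 hours at 37C. After MPER lysis, β-galactosidase reporter activity was read as FDG fluorescence (ex 480/em 540) after 30 minutes.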
MLL CXXC-DNA inh: inhibitors of human MLL CXXC domain-DNA interaction. Q03164. MLL-CXXC / FITC-HOXA9 DNA fluorescence polarization. Potency, µM (top dose mostly 115 µM), for the others: at the top dose activity change, negative = inhibition, actives largely listed as inhibitors. 290,000 tested, 0.037% active; active means well fitted inhibition curve with a large enough effect in the polarisation, with a control signal flat, not every such curve was filed as active; inconclusive means small, poorly fitted or top-dose-only effect, or effect the other way, or a change in a side signal; inactive means no such curve, though single readings can be large or run the other way; the % refers to the polarisation; further: potency means the concentration at half of the fitted maximal effect
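Purified MLL-CXXC (added from a 7 uM solution) was preincubated 5 min at ambient with pinned compounds in 50 mM Tris-HCl pH 7.5, 50 mM NaCl, 1 mM DTT, 0.05% BSA. Fluorescein-labeled HOX-A9 DNA (50 nM solution) followed, 30 min, then polarization read.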
TSHR antag: human thyrotropin receptor antagonism; P16473; TSHR-expressing cells, TSH-stimulated cAMP HTRF, 2 h; stronger effect = lower value; activity change, negative = inhibition, % at 11.5 µM; 330,000 tested, 0.2% active;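 active means activity change below a set negative limit, meaning inhibition stronger than a set level, cut at about -70% in these data; inconclusive means activity change between two set negative limits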; further: on the % scale 0 is the no-effect control and ±100 the full control effect
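Cell-based HTRF cAMP assay; TSHR cells + compound, TSH EC80 (4nM final), 2 h, 37 deg C. Lysis with anti-cAMP cryptate and cAMP-d2, 30 min RT, read 665/620 nm.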
PTAP TSG101 blk: blocks PTAP/TSG101 interaction to inhibit HIV-1 budding. Q99816. 340,000 tested, under 10 active. Potency, µM (titrated, usually from 115 µM), without a hit: at the top dose activity change, negative = inhibition, hits mostly inhibitors. Fluorescence polarization, FITC-PTAP peptide / Tsg101 binding; active means well fitted inhibition curve with a large enough effect in the main read-out, with a control signal flat, not every such curve was filed as active; inconclusive means small, poorly fitted or top-dose-only effect, or effect the other way, or a change in a side signal; inactive means no such curve, though single readings can be large or run the other way; further: potency means the concentration at half of the fitted maximal effect; % of control where 0% means no effect
Target sequence (Q99816 whole entry, looked up): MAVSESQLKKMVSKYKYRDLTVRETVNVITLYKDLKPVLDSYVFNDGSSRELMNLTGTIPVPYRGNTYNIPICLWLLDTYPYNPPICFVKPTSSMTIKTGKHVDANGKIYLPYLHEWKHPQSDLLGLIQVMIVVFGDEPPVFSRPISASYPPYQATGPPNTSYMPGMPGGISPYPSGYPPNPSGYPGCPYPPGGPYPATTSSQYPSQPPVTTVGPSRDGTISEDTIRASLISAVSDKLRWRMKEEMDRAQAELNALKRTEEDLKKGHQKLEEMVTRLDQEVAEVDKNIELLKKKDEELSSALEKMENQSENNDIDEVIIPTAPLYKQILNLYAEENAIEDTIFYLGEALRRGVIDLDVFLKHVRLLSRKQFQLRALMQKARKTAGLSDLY
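Compounds were pin-transferred onto Tsg101 binding domain (10 uM final) in HEPES pH 7.5 buffer, then FITC-PTAP peptide was added at 50 nM final. After 20 min at RT, polarization reported peptide displacement across a qHTS concentration series.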
Mito fusion act: blocks mitochondrial division or promotes mitochondrial fusion; 320,000 tested, 0.23% active; Potency, µM (series often up to 46.1 µM), without a hit: at the highest dose growth rescue (activation), most hits filed as activators; S. cerevisiae fusion-defective mutant growth rescue, CellTiterGlo 48 h;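 further: potency means the concentration at half of the fitted maximal effect; % of control where 0% means no effect; nearly all actives have a fitted effect of over 45% in size; temperature-sensitive fusion mutants such as fzo1-1 at 37 °C on non-fermentable ethanol glycerol medium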
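Read-out: ATP-based luminescence (CellTiterGlo, 10 min ambient) reporting growth of fusion-defective ts yeast after 48 hours at 37C on glycerol/ethanol YPEG medium in the presence of compound.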
* hit, by the source's call; ? = inconclusive; / = not tested or not shown; & = joins results of further samples; [ ] = another dose, or the depositor's remark. Unless noted, the call rests on the fitted dose curve; in most records, active means well fitted curve in the direction sought with a large enough effect; inconclusive means small, poorly fitted or top-dose-only effect, or another doubt; inactive means no such curve, though single readings can be large; an effect the other way counts as inactive or inconclusive. Some of the compounds tested; the hit share may differ from the screen's.

SMILES	TCR activator	MBNL1-CUG inh	ASM inhibitor	Menin-MLL TR inh	A-T KAP1 phos	a7 integrin act	MLL CXXC-DNA inh	TSHR antag	PTAP TSG101 blk	Mito fusion act
COCCn1c(C)cc(C(=O)COC(=O)/C=C/c2cccc(OC)c2)c1C	9%	11%	-2%	6%	-1%	-8%	-14%	1	0%	18%
CC1(C(=O)NCCCN2CCOCC2)Oc2cccnc2NC1=O (stereo not drawn)	0%	-5%	2%	17%	3%	-13%	-15%	-13	-5%	0%
CC(=O)C1=C(O)C(=O)N(Cc2ccco2)C1c1ccc2c(c1)OCO2 (stereo not drawn)	-3%	-14%	0%	-2%	-10%	-6%	-4%	2	-9%	-5%
COc1ccc(CN2CCC(n3nccc3NC(=O)CCOc3ccccc3)CC2)cc1C	-1%	-3%	-1%	-27%	10%	0%	-17%	0	0%	-2%
Cc1cccc(NC(=S)NNC(=O)c2ccco2)c1	-2%	-11%	3%	17%	-2%	-15%	-3%	3	-7%	-9%
COc1ccc(C(=O)OCC(=O)Nc2ccc3c(c2)OCO3)cc1S(=O)(=O)N1CCOCC1	/	/	-3%	/	4%	?	/	-6	-4%	-3%
O=C(O)c1ccccc1C=NNc1ccc([N+](=O)[O-])cn1	-4%	/	-1%	/	/	1%	/	/	-2%	/
CCOC(=O)C1=C(O)c2ccccc2C(=O)/C1=C\c1ccc(CC)cc1	-2%	?	3%	0%	?	-16%	-2%	-34	0%	11%
Cc1cc(C)c2nc(SCC(=O)NCC3CCCO3)c(C#N)cc2c1 (stereo not drawn)	3%	138%[activator]	41%[activator]	-1%	4%	-4%	14%	21	2%	8%
COCc1ccc(-c2c(-c3ccsc3)sc3ccccc23)cc1	5%	/	-4%	/	-1%	0%	/	-36	-3%	-9%
COc1ccc(C2NN=C(c3ccc(C)cc3)S2)cc1 (stereo not drawn)	-3%	4%	9%	-1%	16%	-11%	-3%	0	-1%	-1%
COc1cc(C2Nc3ccccc3C(=O)N2NS(C)(=O)=O)ccc1O (stereo not drawn)	-17%	4%	6%	/	?	14%	3%	-3	-3%	2%

Random excerpt: 3 entries already listed, in no set order.
SMILES	TCR activator	MBNL1-CUG inh	ASM inhibitor	Menin-MLL TR inh	A-T KAP1 phos	a7 integrin act	MLL CXXC-DNA inh	TSHR antag	PTAP TSG101 blk	Mito fusion act
COc1ccc(CN2CCC(n3nccc3NC(=O)CCOc3ccccc3)CC2)cc1C	-1%	-3%	-1%	-27%	10%	0%	-17%	0	0%	-2%
COc1cc(C2Nc3ccccc3C(=O)N2NS(C)(=O)=O)ccc1O (stereo not drawn)	-17%	4%	6%	/	?	14%	3%	-3	-3%	2%
COCc1ccc(-c2c(-c3ccsc3)sc3ccccc23)cc1	5%	/	-4%	/	-1%	0%	/	-36	-3%	-9%

The list goes on.
SMILES	TCR activator	MBNL1-CUG inh	ASM inhibitor	Menin-MLL TR inh	A-T KAP1 phos	a7 integrin act	MLL CXXC-DNA inh	TSHR antag	PTAP TSG101 blk	Mito fusion act
Cc1cccc(N2CC(C(=O)Nc3nnc(SCc4ccccn4)s3)CC2=O)c1 (stereo not drawn)	-2%	3%	2%	?	8%	8%	?	-10	0%	-1%
Cc1ccc(NC(=O)COC(=O)CCn2c(C)csc2=O)cc1S(=O)(=O)N1CCOCC1	0%	/	0%	/	-1%	-5%	/	-2	-3%	-1%
CSc1nnc(-c2ccc(NC(N)=S)cc2)o1	9%	-3%	0%	/	-10%	25%	-13%	19	-2%	0%
CCOC(=O)/C(C#N)=C(/C)c1ccc(OC)cc1	-2%	2%	-1%	11%	5%	1%	3%	4	-2%	0%
CC(=O)NCC(=O)OCC(=O)c1ccccc1	-4%	-4%	-1%	1%	-2%	-2%	0%	8	-5%	-3%
c1ccc2c(c1)[nH]c1c(N3CCSCC3)ncnc12	/	-3%	8%	-2%	7%	-40%	11%	8	-5%	-1%
O=S(=O)(c1ccccc1)N1CCC(O)(CN2CCN(c3ccccc3)CC2)CC1	0%	-6%	1%	37%[activator]	-1%	-31%	13%	-7	0%	-1%
COc1cc(CN2CCNC(=O)C2CC(=O)NC2CCC2)cc(OC)c1 (stereo not drawn)	6%	-1%	2%	/	-7%	0%	2%	4	1%	1%
COc1ccc(NS(=O)(=O)c2cc(NC(=O)c3ccc(=O)[nH]n3)ccc2C)cc1	/	/	-7%	/	11%	1%	/	-16	-2%	-2%
CS(=O)(=O)N1CCC(C(=O)NCCN2CCN(Cc3ccccc3)CC2)CC1	-4%	-8%	3%	?	0%	9%	4%	20	-4%	1%
CCCCCCC1NC(C(=O)O)CS1 (stereo not drawn)	-4%	0%	-6%	0%	1%	-4%	-7%	-5	-9%	0%
Cc1nc2cc(Nc3ccncc3)ccc2s1	-5%	0%	7%	-14%	3%	-3%	-3%	6	-6%	1%
Cc1onc(-c2ccccc2)c1C(=O)Nc1ccnn1C1CCCCC1	-3%	-5%	1%	8%	4%	23%	0%	4	0%	5%
COc1cc(/C=C2\SC(=S)N(NS(=O)(=O)c3ccc(C)cc3)C2=O)ccc1O	-1%	?	-28%	/	-2%	-24%	?	-6	9%	13%
COc1cc(NC(=O)C2CCCN(c3ncccn3)C2)cc(OC)c1 (stereo not drawn)	-10%[46.1 µM]	11%	5%	1%	3%	-9%	-8%	-13	-6%	1%
COc1ccc(/C=C(/NC(=O)c2ccccc2)C(=O)N/N=C/c2ccncc2)cc1	-2%[46.1 µM]	40%[activator]	0%	6%	-3%	6%	6%	3	0%	-3%
CCCCC(=O)N(CCOC)c1nnc(-c2cccnc2)s1	0%	5%	3%	8%	8%[11.5 µM]	-1%	-6%	23	-3%	12%
Cc1c(N2C(=O)/C(=C/c3ccc(N(C)C)cc3)N(C)C2=S)c(=O)n(-c2ccccc2)n1C	-1%	/	-19%	/	/	-10%	/	/	30%[activator]	/
COc1ccc(N(CCCN2C(=O)c3cccc4cccc(c34)C2=O)C(=O)c2cccc(OC)c2)cc1	-5%[46.1 µM]	?	-5%	-10%	1%	-13%	-2%	1	-4%	19%
CN(C)CCCNS(=O)(=O)c1ccc(N2CCC(c3ccc(Cl)cc3)=N2)cc1	/	?	/	/	?	/	?	13	/	-7%
Cc1c(OCC(=O)N2CCC(C(=O)O)CC2)ccc2c3c(c(=O)oc12)CCCC3	1%	-4%	7%	-1%	-3%	8%	10%	7	-2%	-2%
Cc1ccc(N/N=C/c2c(O)cc(C)oc2=O)cc1	-2%	0%	1%	-1%	-3%	22%	-3%	5	-1%	-13%
Oc1cc(-c2ccc(N3CCCCC3)nc2)cc2cccnc12	2%	/	40%[activator]	/	-15%&-5%	/	/	-15&-20	-6%	5%
Cc1cc(NC(=O)CCCN2C(=O)/C(=C/c3cccs3)SC2=S)no1	0%[46.1 µM]	/	-1%	18µM*	0%	0%	-18%	-12	0%	-4%
CCc1c(C)c2ccc(OCC(=O)OC)cc2oc1=O	0%	3%	0%	25%	-2%	9%	1%	-14	-8%	2%
COc1ccc(OC)c(-c2csc(NC(=O)c3ccc(OCC4CCCO4)cc3)n2)c1 (stereo not drawn)	-5%[46.1 µM]	?	0%	-4%	5%	28%	15%	?	0%	2%
Cn1c(=O)c2nc(Cl)c(-c3ccccc3)nc2n(C)c1=O	-2%[46.1 µM]	?	161%[activator]	-4%	-2%	14%	13%	7	-3%	26%
COc1ccc(C(=O)Nn2c(SCC(=O)c3ccccc3)nc3ccccc3c2=O)cc1	1%	-6%	-7%	-15%	-3%	14%	?	8	-4%	-1%
O=C(NCc1ccc2c(c1)OCO2)c1cccc(S(=O)(=O)N2CCCC2)c1	-3%	-6%	-1%	/	5%	5%	20%	-2	-2%	0%

Reformatted with values under each structure: entries from further up.
Every second line gives: TCR activator | MBNL1-CUG inh | ASM inhibitor | Menin-MLL TR inh | A-T KAP1 phos | a7 integrin act | MLL CXXC-DNA inh | TSHR antag | PTAP TSG101 blk | Mito fusion act
CCCCCCC1NC(C(=O)O)CS1 (stereo not drawn)
  -4% | 0% | -6% | 0% | 1% | -4% | -7% | -5 | -9% | 0%
Cc1nc2cc(Nc3ccncc3)ccc2s1
  -5% | 0% | 7% | -14% | 3% | -3% | -3% | 6 | -6% | 1%
Cc1onc(-c2ccccc2)c1C(=O)Nc1ccnn1C1CCCCC1
  -3% | -5% | 1% | 8% | 4% | 23% | 0% | 4 | 0% | 5%
